Screening data from PubChem BioAssay.
AmpC inh no detg – blocks E. coli AmpC beta-lactamase in detergent-free assay. AmpC nitrocefin hydrolysis, absorbance 480 nm, 0.0001% Triton. Potency, µM (doses to about 57.1 µM), inactives show at the highest dose activity change, negative = inhibition, hits mostly inhibitors. 330,000 tested, 0.52% active;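 also: potency is read from the fitted curve at half-maximal effect; plate controls were no compound for no effect and no enzyme for full effect; nearly all actives have a fitted effect of over 20% in size; some results filed as inactive show a strong effect at the top dose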
Target sequence (P00811 whole entry, looked up): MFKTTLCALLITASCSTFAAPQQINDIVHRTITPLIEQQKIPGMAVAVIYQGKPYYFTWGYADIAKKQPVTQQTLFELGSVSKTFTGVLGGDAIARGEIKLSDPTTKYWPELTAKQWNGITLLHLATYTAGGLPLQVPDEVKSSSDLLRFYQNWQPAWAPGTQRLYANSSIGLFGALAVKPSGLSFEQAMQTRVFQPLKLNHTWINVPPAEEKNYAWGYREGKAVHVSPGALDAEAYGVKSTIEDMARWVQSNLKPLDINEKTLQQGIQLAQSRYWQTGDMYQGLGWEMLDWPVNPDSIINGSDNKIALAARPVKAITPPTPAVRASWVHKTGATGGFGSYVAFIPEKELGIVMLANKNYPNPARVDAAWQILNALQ
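AmpC (5.3 nM in the dispensed reagent) in 20 mM phosphate pH 7.0 with 0.01% (detergent screen) or 0.0001% Triton X-100 was preincubated with compounds for 15 min at room temperature. Nitrocefin was then added from an 800 uM solution, and hydrolysis was followed at 480 nm.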
HCV inhibitor – HCV inhibition; Potency, µM (titrated, usually from 41.8 µM), for inactives: at the highest dose activity change, negative = inhibition, usual class: inhibitors; 340,000 tested, 3.4% active; Huh7.5.1 HCVcc-Cre infection, luciferase reporter, 44 h; also: potency is read from the fitted curve at half-maximal effect
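After 44 h co-culture of compound, cells and HCVcc-Cre (~0.5 moi), substrate is added for 15 min at room temperature and luciferase measured over 15 sec. Cells were seeded at 1,000/well and pre-cultured 4 h.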
HCMV antiviral – human cytomegalovirus inhibition. AID 1259415. HFF cells, HCMV-luciferase reporter, 72 h; active compounds read low. activity change, negative = inhibition, % at 57.5 µM. 410,000 tested, 4.5% active; in the data active = activity change below about -60%; inconclusive = no clear call, values can overlap the other calls; inactive = above about -39%
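Two-dose cell screen: HFF monolayers treated with compounds and infected with luciferase-expressing HCMV at 1 PFU/cell, 72 h at 37C, then lysed for luciferase measurement.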
AMA1 RON2 block – AMA1-RON2 (P. falciparum) interaction inhibition; 360,000 tested, 0.2% active; AlphaScreen AMA1-biotinylated RON2 peptide binding; Potency, µM (top dose mostly 58.2 µM), for the others: at the top dose activity change, negative = inhibition, hits mostly inhibitors; AID 720542;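 also: potency is read from the fitted curve at half-maximal effect; 0% = vehicle wells and -100% = peptide control; nearly all actives have a fitted effect of over 45% in size; some results filed as inactive show a strong effect at the top dose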
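AMA1 (3D7) with his tag at 25 nM final met compounds first, then biotinylated RON2 peptide at 25 nM; detection used donor plus acceptor beads, 10 µg/mL apiece, read by AlphaScreen after 30 min at room temperature.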
TbPYK inhibitor – inhibitors of Trypanosoma brucei pyruvate kinase. TbPYK enzyme, Kinase-Glo Plus ATP luminescence, 45 min. Potency, µM (top dose mostly 76.8 µM), inactives show at the top dose activity, negative = inhibition, usual class: inhibitors. 410,000 tested, 0.12% active; also: potency is read from the fitted curve at half-maximal effect; nearly all actives have a fitted effect of over 50% in size
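Assay buffer: 50 mM TEA pH 7.2, 100 mM KCl, 10 mM MgCl2, 0.05% BSA, 0.01% Tween-20. Pyruvate kinase from T. brucei plus substrate met compound, then ADP (130 uM final). Luminescence was read post 45 min RT.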
AmpC inh detg – AmpC beta-lactamase inhibition with detergent present; P00811; AmpC hydrolysis of nitrocefin, absorbance 480 nm, 0.01% Triton; Potency, µM (doses to about 114 µM), inactives show at the highest dose activity change, negative = inhibition, most hits filed as inhibitors; 370,000 tested, 0.041% active; AID 485294;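 also: potency is read from the fitted curve at half-maximal effect; 0% = no-compound wells and -100% = no-enzyme wells; nearly all actives have a fitted effect of over 25% in size; some results filed as inactive show a strong effect at the top dose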
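AmpC (5.3 nM in the dispensed reagent) in 20 mM phosphate pH 7.0 with 0.01% (detergent screen) or 0.0001% Triton X-100 was preincubated with compounds for 15 min at room temperature. Nitrocefin was then added from an 800 uM solution, and hydrolysis was followed at 480 nm.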
LmPK inhibitor – blocks Leishmania mexicana pyruvate kinase activity | purified LmPK, Kinase-Glo ATP luminescence, 1 h | Potency, µM (series often up to 57.5 µM), for inactives: at the highest dose activity change, negative = inhibition, hits mostly inhibitors | 290,000 tested, 0.37% active | Q27686; also: potency is read from the fitted curve at half-maximal effect
Target sequence (Q27686 whole entry, looked up): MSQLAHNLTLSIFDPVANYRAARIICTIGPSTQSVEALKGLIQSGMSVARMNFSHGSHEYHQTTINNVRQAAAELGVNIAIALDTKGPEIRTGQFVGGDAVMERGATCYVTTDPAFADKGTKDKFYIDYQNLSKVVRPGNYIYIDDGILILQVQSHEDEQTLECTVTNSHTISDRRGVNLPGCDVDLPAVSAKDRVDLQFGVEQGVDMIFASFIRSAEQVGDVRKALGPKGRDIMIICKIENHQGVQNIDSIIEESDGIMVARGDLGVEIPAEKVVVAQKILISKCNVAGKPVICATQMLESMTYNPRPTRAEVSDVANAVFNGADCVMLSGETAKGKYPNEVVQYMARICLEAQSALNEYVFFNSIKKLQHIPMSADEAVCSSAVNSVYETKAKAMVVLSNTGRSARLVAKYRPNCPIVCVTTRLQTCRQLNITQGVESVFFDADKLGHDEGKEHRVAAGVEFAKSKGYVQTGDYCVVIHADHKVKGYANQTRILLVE
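Pyruvate kinase activity monitored as ATP production (luciferase luminescence). Conditions: 0.1 nM enzyme, 0.5 mM PEP, 0.1 mM ADP, 1 h, RT; normalized against uninhibited and no-enzyme wells.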
Active calls of the source: *; ? = inconclusive; . = not tested or not shown; & = joins results of further samples; [ ] = dose if it differs, or a comment. Unless noted, calls follow the shape of the dose curve; as a rule, active = well fitted curve in the direction sought with a large enough effect; inconclusive = small, poorly fitted or top-dose-only effect, or another doubt; inactive = no such curve, though single readings can be large; an effect the other way counts as inactive or inconclusive. Unless noted, % is scaled to controls: 0 for no effect and ±100 for the full control effect.

SMILES	AmpC inh no detg	HCV inhibitor	HCMV antiviral	AMA1 RON2 block	TbPYK inhibitor	AmpC inh detg	LmPK inhibitor
COc1ccccc1C(CC(=O)Nc1nccs1)c1ccco1 (configuration not stated)	-45%	-4%	21	-1%	-8%	?	4%
Clc1ccc(OCCn2cnc(Cl)c2Cl)cc1	2%	10%	?	-18%	-10%	-10%	1%
CC1(C)CC(N(Cc2ccccc2)C(=O)Cc2ccccc2)CCO1 (configuration not stated)	34%	9%	-37	-1%	2%	4%	7%
COC(C[C@H]1O[C@H]1[C@@H](O)[C@H](C)OCc1ccccc1)OC	-16%	19%	2	10%	4%	-3%	-8%
COc1ccccc1NC(=O)Cn1cc(C(=O)c2ccco2)c2ccccc21	-38%	?	18	5%	1%	-7%	0%
CN(Cc1ccccc1)S(=O)(=O)c1nnc(NC(=O)c2ccccc2)s1	-28%	10%	?	8%	-2%&-1%	20%	-1%
COc1ccc(CCNC(=O)CSc2nnc(-c3cccc(F)c3)o2)cc1OC	0%	-5%	-13	13%	1%	-15%	-2%
CCOc1ccccc1OCCCC(=O)N1CCN(S(=O)(=O)c2ccccc2C#N)CC1	.	.	?	9%	4%	.	.
Cc1nnc(SCC(=O)NCCN2C(=O)CSC2=O)s1	-1%	7%	-2	6%	0%	?	1%
COc1ccc(Nc2nc(C)cc(C)c2C(N)=O)cc1OC	-6%	-2%	-6	0%	11%	-12%	-2%
Cc1ccc2c(c1)=N/C(=N\c1[nH]c(O)c3ccccc13)N=2	.	.	13	155%[activator]	2%	.	.
c1ccc(Cn2nnc3c(N4CCc5ccccc5C4)ncnc32)cc1	27%	-24%	-6	-20%	6%	?	4%
O=C(CCN1C(=O)C2CCCCC2C1=O)Nc1cc([N+](=O)[O-])ccc1Cl (configuration not stated)	-19%	-19%	12	2%	-2%	5%	.
COc1ccc(CNC(=O)C2CCNCC2)cc1	-14%	9%	-10	3%	-4%	-2%	3%
CCCNC(=O)c1cc2c(c(-c3cccc(-c4ccc(F)cc4)c3)n1)[C@@H](CCO)N(S(=O)C(C)(C)C)C2 (some centres not stated)	.	.	-96*	-9%	3%	.	.
Cc1csc(SCC(=O)NC2CCCCC2)n1	-13%	6%	104	3%	4%	-13%	0%
O=C1CSC(c2ccc(Cl)cc2)N1c1cccnc1 (configuration not stated)	0%	-9%	?	-8%	11%	1%	-4%
CN1CCN(C(=S)SCC(=O)Nc2nc(-c3ccccc3)c(-c3ccccc3)o2)CC1	196%[activator]	?	-17	-2%	-2%	?	3%
CCOC(=O)[C@]12CCC=C1N(Cc1cccc3ccccc13)C(=O)[C@H](CC(=O)NCc1ccc(C)o1)C2	.	.	-14	-4%	-2%	.	.
Cc1cccc2cc(=O)[nH]c(C)c12	-9%	-3%	-31	-7%	-8%	1%	-7%
COc1ccccc1/C=N/NC(=O)c1sc(C)nc1C	-7%	2%	-8	12%	-3%	-6%	-4%
CCCCn1c(SCC(=O)NC(=O)NCc2ccco2)nc2cc(S(N)(=O)=O)ccc21	-37%	?	-7	-4%	2%	-6%	19%
Oc1c(Br)c(Br)c(Br)c(Br)c1Br	-51%	-94%	.	-7%	-11%	2%	.
COc1ccc(C(O)c2ncc(-c3ccccc3Cl)[nH]2)cc1 (configuration not stated)	.	.	-74*	-1%	2%	.	.
COc1ccc(CNC(=O)C(C)N2C(=O)NC3(CCCCCCC3)C2=O)cc1 (configuration not stated)	7%	17%	-15	13%	8%	?	.
Following part:
SMILES	AmpC inh no detg	HCV inhibitor	HCMV antiviral	AMA1 RON2 block	TbPYK inhibitor	AmpC inh detg	LmPK inhibitor
Cc1ccc(S(=O)(=O)N2CCC(C(=O)Nc3ccc(S(=O)(=O)N4CCOCC4)cc3)CC2)cc1	.	-17%	?	7%[11.6 µM]	5%	.	.
CC1(C)Cc2cccc(OCC(=O)Nc3cccnc3Cl)c2O1	-2%	-13%	-26	5%	2%	0%	13%
COc1ccc(CCNc2nc3cc(OC)c(OC)cc3c3nc(-c4cccnc4)nn23)cc1OC	.	.	-11	.	2%	?	.
CSc1ncccc1C(=O)OCC(=O)c1[nH]c(C)c(C(C)=O)c1C	-23%	-24%	0	-6%	-1%	-6%	.
Cn1c(=O)n(-c2cccc(Cl)c2)c(=O)c2c3c(sc21)COC(C)(C)C3	1%	-13%	-11	-6%	.	?	-4%
COc1ccc(OC)c(S(=O)(=O)N2CCC(C(=O)NCc3ccc4c(c3)OCO4)CC2)c1	38%	14%	-30	-1%	-5%	6%	-6%
CC(C)=CCN1CCN(Cc2cccc3nonc23)CC1CCO (configuration not stated)	-4%	14%	-31	5%	1%	-5%	9%
O=C(CNS(=O)(=O)c1ccccc1)Nc1ccc(C(F)(F)F)cc1	-25%	-5%	5	23%	4%	2%	1%
O=C(COC(=O)c1ccc(F)c(S(=O)(=O)N2CCOCC2)c1)c1ccccc1	0%	2%	-19	-2%	0%	.	.
COc1ccccc1Nc1nnc(SCC(=O)N2CCCC2=O)s1	-8%	-7%	-34	29%	11%	-9%	-25%
COC(=O)[C@@]12CCCCN1[C@H](c1ccc(-c3ccc4c(c3)OCO4)c(OC)c1)[C@@H]1C(=O)N(C)C(=O)[C@@H]12	152%[activator]	?	5	-23%	1%	-7%	.
O=C(NCCc1ccccc1)c1nc2nc(-c3cccs3)cc(C(F)(F)F)n2n1	0%	10µM*	65	90%[activator]	-13%	?	0%
CCN(CC)S(=O)(=O)c1ccc(C(=O)OCCNC(=O)c2cccnc2)cc1	-14%	-4%	-15	1%	-9%	-14%	3%
Cn1nc([N+](=O)[O-])nc1Oc1ccc2ccccc2c1	-19%	8%	-65*	0%	-8%	1%	-3%
COCCNC(=O)C(=O)c1c(-c2ccccc2)[nH]c2ccccc12	-9%	-4%	4	6%	-6%	11%	8%
CC(C)c1ccc(S(=O)(=O)c2ccc(NN)cc2)cc1	-28%[11.4 µM]	14%	-18	9%	0%	-12%	4%
CC(C)(C)c1ccc(OCCC(=O)NCCc2ccc(S(N)(=O)=O)cc2)cc1	-2%	-26%	-6	4%	5%	2%	-10%
O=[N+]([O-])c1ccc(Cl)c(-c2ccc(/C=N/n3cnnc3)o2)c1	-13%	-1%	-6	4%	0%	?	0%
CCN(CC)C1=NC=CC(c2ccccc2)=CC1C (configuration not stated)	-19%	?	-35	7%	4%	-9%	-1%
O=C(COC(=O)/C=C/c1ccc(Cl)cc1)NCCN1C(=O)CSC1=O	-20%	-2%	-32	2%	-10%	2%	-1%
CCOc1ccc(/C=C/c2nc(C#N)c(N3CCN(CC)CC3)o2)cc1	.	.	-20	.	-1%	-7%	.
O=C(NCC(c1ccc(F)cc1)N1CCOCC1)c1cccnc1Sc1ccc(Cl)cc1 (configuration not stated)	224%[activator]	?	-17	-11%	2%	-9%	.
Cc1ccn2c(=O)c(C(=O)NCCC3=CCCCC3)c(O)nc2c1	-14%	?	-25	6%	1%	2%	6%
Clc1ccc2[nH]c3c(c2c1)CCNC3	-8%	-4%	22	3%	-7%	0%	-3%
CC1CCCCC1N=CC1=C(O)CC(C)(C)CC1=O (configuration not stated)	2%	14%	16	13%	14%	-8%	-1%
(listing goes on)
SMILES	AmpC inh no detg	HCV inhibitor	HCMV antiviral	AMA1 RON2 block	TbPYK inhibitor	AmpC inh detg	LmPK inhibitor
Cc1ccc(CNC(=O)C(NS(=O)(=O)c2cccc3nsnc23)C(C)C)cc1 (configuration not stated)	-11%	8%	-17	1%	-1%	-3%	8%
C#CCNC(=O)C1=C[C@H](c2ccccc2)C[C@H](OCCCCO)O1	20%	5%	7	3%	0%	8%	5%
Cc1ccc(-n2nnnc2Sc2ccc(S(=O)(=O)NCCN(C)C)cc2[N+](=O)[O-])cc1	58%	10µM*	-100*	-5%	-18%	-11%	3%
CCOC(=O)c1c(C)cc2c(CO)n[nH]c(=O)c2c1C	.	.	?	9%	-8%	.	.
CCC1CCCCN1CCCNC(=O)Cn1c(=O)c2cccn2c2cccnc21 (configuration not stated)	-1%	-5%	0	-10%	-15%	-16%	6%
O=C(Nc1cccc(Br)c1)C1CCCC1	.	2%	-21	-5%	-6%	.	.
COc1ccc(C(=O)OC2CC[C@@]3(C)C4CCC5[C@]6(O)CC(O)[C@@]7(O)C(CN8CC(C)CCC8[C@@]7(C)O)[C@]6(O)C[C@@]53O[C@]24O)cc1OC (some centres not stated)	78%[activator]	-15%	13	-1%	2%	2%	9%
Cc1ccc(C(=O)CC(=O)c2cccc(F)c2)c(O)c1	-26%	?	36	60%[activator]	3%	-9%	1%
CCN(CC)C(=O)COc1cc(C)cc2oc(=O)c3c(c12)CCCC3	34%	?	7	-11%	0%	-10%	-9%
COc1ccc(CCN2C(=O)c3ccccc3C2c2nnnn2-c2c(C)cccc2C)cc1OC (configuration not stated)	.	.	-28	-10%	3%	.	.
CCN1CCN(S(=O)(=O)c2ccc(OC)c(Br)c2)CC1	-1%	7%	37	0%	7%	-15%	-4%
Cc1cc(OCc2cc(C(=O)N(Cc3nccn3C)C(C)C)no2)cc(C)c1Cl	220%[activator]	11µM*	47	-7%	0%	?	-8%
O=c1cc(-c2ccccc2Cl)oc2cccc(O)c12	-10%	-2%[8.37 µM]	11	1%	1%	3%	0%
Cc1cccc(NC(=O)Nc2ccc([N+](=O)[O-])cc2)n1	-10%	-11%	-62*	15%	1%	-15%	4%
O=C(NC1CCCCCC1)c1cc2ccccc2oc1=O	-18%	?	47	-4%	-10%	?	-1%
CCCCNCC1C(Oc2ccc(Cl)cc2)C(=O)N1c1ccccc1C (configuration not stated)	4%	?	-79*	?	-2%	?	16%

Exported bar-delimited: five of the compounds above
SMILES | AmpC inh no detg | HCV inhibitor | HCMV antiviral | AMA1 RON2 block | TbPYK inhibitor | AmpC inh detg | LmPK inhibitor
Clc1ccc2[nH]c3c(c2c1)CCNC3 | -8% | -4% | 22 | 3% | -7% | 0% | -3%
CC1CCCCC1N=CC1=C(O)CC(C)(C)CC1=O (configuration not stated) | 2% | 14% | 16 | 13% | 14% | -8% | -1%
Cc1ccc(CNC(=O)C(NS(=O)(=O)c2cccc3nsnc23)C(C)C)cc1 (configuration not stated) | -11% | 8% | -17 | 1% | -1% | -3% | 8%
C#CCNC(=O)C1=C[C@H](c2ccccc2)C[C@H](OCCCCO)O1 | 20% | 5% | 7 | 3% | 0% | 8% | 5%
Cc1ccc(-n2nnnc2Sc2ccc(S(=O)(=O)NCCN(C)C)cc2[N+](=O)[O-])cc1 | 58% | 10µM* | -100* | -5% | -18% | -11% | 3%
